GRP78 ERSR act: induces the endoplasmic reticulum stress response in human glioma cells | Potency, µM, inactives show top-dose activation, actives largely listed as activators | U87-MG GRP78 promoter luciferase reporter, 16 h | 420,000 compounds, 0.02% hits; note: potency is the fitted concentration of half-maximal effect; series mostly up to about 76 µM; % of control where 0% means no effect; nearly all actives have a fitted effect of over 35% in size
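Stably transfected U87-MG human glioma cells carrying a GRP78-based luminescent sensor were seeded at 1000 cells/well, pin-dosed with compounds and incubated 16 h. Luciferase reagent was then added, and end-point luminescence was read after 10 min at room temperature.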
Vif-APOBEC3G blk: Vif-A3G binding inhibition. Q9HC16. HeLa A3G-eYFP + Vif (tagged APOBEC3G with the HIV-1 protein that degrades it), YFP fluorescence, overnight. Potency, µM (titrated, usually from 46.1 µM), without a hit: top-dose activity, negative = active, most hits filed as inhibitors. 410,000 compounds, 0.076% hits. AID 602310;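 note: potency is the fitted concentration of half-maximal effect; % is set by controls: 0 for no effect and ±100 for the full control effect; nearly all actives have a fitted effect of over 60% in size; hits raise eYFP signal because A3G escapes Vif-driven loss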
Target sequence (Q9HC16 whole entry, looked up): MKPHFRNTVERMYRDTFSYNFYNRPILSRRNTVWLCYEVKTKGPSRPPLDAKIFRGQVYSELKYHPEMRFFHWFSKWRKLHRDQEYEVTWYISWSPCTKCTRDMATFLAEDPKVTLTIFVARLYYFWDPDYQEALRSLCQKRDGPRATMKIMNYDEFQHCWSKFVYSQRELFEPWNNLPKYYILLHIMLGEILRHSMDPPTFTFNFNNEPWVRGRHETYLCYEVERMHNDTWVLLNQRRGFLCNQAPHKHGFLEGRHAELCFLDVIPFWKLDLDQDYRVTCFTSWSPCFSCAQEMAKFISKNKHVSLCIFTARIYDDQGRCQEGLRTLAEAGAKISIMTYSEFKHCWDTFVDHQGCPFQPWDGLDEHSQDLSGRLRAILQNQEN
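HeLa cells stably expressing Vif and C-terminally eYFP-tagged A3G, seeded overnight at 37 deg C, then exposed to compound by pintool overnight at 37 deg C. Rise in yellow fluorescence (Ex 488/Em 500-530, Acumen) marks blocked Vif-driven A3G degradation.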
D1 antag: blocks dopamine activation of the human D1 receptor; activity change, negative = inhibition, % at 10 µM; HEK293 TREx D1 cells, calcium flux, dopamine EC80; active compounds read low; 360,000 compounds, 3.2% hits; in the data active = activity change below about -30%; note: % is set by controls: 0 for no effect and ±100 for the full control effect
Target sequence (P21728 whole entry, looked up): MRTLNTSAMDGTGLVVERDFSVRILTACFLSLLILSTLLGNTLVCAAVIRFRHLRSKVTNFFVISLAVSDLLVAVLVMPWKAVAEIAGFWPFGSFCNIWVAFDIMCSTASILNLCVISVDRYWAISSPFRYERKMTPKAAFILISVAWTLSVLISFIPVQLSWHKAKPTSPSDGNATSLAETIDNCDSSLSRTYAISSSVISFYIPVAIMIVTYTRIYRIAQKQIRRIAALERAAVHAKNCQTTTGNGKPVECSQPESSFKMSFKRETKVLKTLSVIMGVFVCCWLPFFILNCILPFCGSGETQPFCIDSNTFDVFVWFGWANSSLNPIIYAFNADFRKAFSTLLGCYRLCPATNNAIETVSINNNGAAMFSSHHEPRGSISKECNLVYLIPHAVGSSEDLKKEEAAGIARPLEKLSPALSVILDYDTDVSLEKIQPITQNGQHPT
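Antagonism measured as reduced calcium response to an EC80 dopamine addition following 180 s compound pre-read; cells were inducible HEK293 Trex D1 plated overnight at 30 C, read kinetically at 1 cycle/sec.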
RXFP1 antagonist: antagonists of human relaxin receptor RXFP1. HEK293-RXFP1, relaxin-stimulated cAMP HTRF, 30 min; active compounds read low. 350,000 compounds, 0.59% hits. Q9HBX9. activity change, negative = inhibition, % at 57.5 µM;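 active = activity change of -60% or lower, but not beyond a set lower limit; inconclusive = change between -60% and -40%, or beyond the set limit; inactive = change above -40%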; note: % is set by controls: 0 for no effect and ±100 for the full control effect
D2 PAM: D2 dopamine receptor (human) potentiation. P14416. HEK293 T-REx D2, calcium flux, EC20 dopamine potentiation. potentiation, % at 10 µM. 340,000 compounds, 0.34% hits. AID 485347;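 active = potentiation over 3 SD above the plate norm, cut at about 30% in these data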; note: 0% is about no effect
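Calcium flux readout, no-wash dye, 1 read/s. Inducible HEK293 Trex D2 line, overnight 30 C. Compound alone 180 s (agonist flags), then EC20 dopamine, another 180 s to score potentiation.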
D1 ag: agonists of human D1 dopamine receptor. 360,000 compounds, 1% hits. activation, % at 2 µM. P21728. HEK293 T-REx D1 cells, calcium flux, agonist mode; in the data active = activation above about 30%; note: 0% is about no effect
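Tetracycline-induced HEK293 TREx D1 cells, force-coupled to calcium signalling, were dye-loaded with a no-wash calcium kit. Compound was pin-added after a 10 s baseline. Fluorescence was read kinetically at 1 cycle/s for 180 s, with calcium rises flagged as agonism.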
D1 potentiator: enhances dopamine response at the human D1 receptor | AID 504651 | 360,000 compounds, 0.036% hits | potentiation, % at 10 µM | HEK293 TREx D1 cells, calcium flux, dopamine EC20 potentiation; in the data active = potentiation above about 30%; note: 0% is about no effect
Vif-A3F inh: blocks the Vif interaction with APOBEC3F; HeLa A3F-eYFP + Vif (tagged APOBEC3F with the HIV-1 protein that degrades it), YFP fluorescence increase; Potency, µM (titrated, usually from 46.1 µM), inactives show top-dose activity, negative = active; 390,000 compounds, 0.2% hits; AID 602313; note: potency is the fitted concentration of half-maximal effect; % of control where 0% means no effect; nearly all actives have a fitted effect of over 65% in size
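Fluorescence increase (Ex 488/Em 500-530) after overnight compound treatment at 37 deg C flags inhibition of Vif-driven A3F-eYFP loss in stable HeLa A3F-eYFP/Vif cells seeded overnight beforehand.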
RXFP1 ag: RXFP1 (human) receptor agonism | HEK293T-RXFP1 cAMP TR-FRET, 30 min; response scale: percent of porcine relaxin response, buffer zero | Q9HBX9 | 370,000 compounds, 0.3% hits | Potency, µM (titrated, usually from 57.5 µM), for inactives: at the highest dose activation, actives largely listed as activators; note: potency is the fitted concentration of half-maximal effect; % is set by controls: 0 for no effect and ±100 for the full control effect; nearly all actives have a fitted effect of over 60% in size; many of its hits are not listed in these tables
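HEK293T cells stably expressing RXFP1 were pretreated with the PDE4 inhibitor Ro 20174, exposed to compounds for 30 min at 37C, lysed, and cAMP was read by TR-FRET. Data normalized to buffer (basal) and 29 nM porcine relaxin (100%).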
An asterisk follows results filed as active; i = inactive; ? = inconclusive; . = not tested or not shown. Unless noted, calls come from the whole dose curve; as a rule, active = well fitted curve in the direction sought with a large enough effect; inconclusive = small, poorly fitted or top-dose-only effect, or another doubt; inactive = no such curve, though single readings can be large; an effect the other way counts as inactive or inconclusive. Only part of the results is shown; the hit share may differ from the screen's.

SMILES | GRP78 ERSR act | Vif-APOBEC3G blk | D1 antag | RXFP1 antagonist | D2 PAM | D1 ag | D1 potentiator | Vif-A3F inh | RXFP1 ag
CCCCCCn1c(SCCN2CCOCC2)nc2c1c(=O)[nH]c(=O)n2C | -5% | 1% | -19 | -6 | -4 | 1 | -3 | 0% | 3.1%
COc1ccc(C2CC(C(F)(F)F)n3nc(C(=O)NCc4cn(C)nc4C)c(Cl)c3N2)cc1 (stereo not drawn) | -4% | 0% | -2 | -18 | . | 2 | -5 | -5% | 1.8%
COc1ccc(OC)c(NC(=O)CCc2nc(-c3ccc(C)cc3)no2)c1 | -3% | 0% | 4 | . | -1 | 12 | 0 | 0% | -2.2%
COc1ccc(NC(=O)COc2ccccc2C)cc1S(=O)(=O)N1CCCCC1 | -3% | 0% | -12 | -18 | -7 | 10 | -5 | -7% | 1.7%
Cc1cc(Cl)cc(Br)c1OCCNCC(C)O (stereo not drawn) | -1% | -1% | -16 | -13 | -15 | 9 | -1 | -4% | 1.4%
CCOc1cc(S(=O)(=O)N2CCCC2)ccc1Cl | -1% | 0% | 10 | 5 | -7 | -1 | 9 | 0% | 1.2%
Fc1ccccc1-c1csc(-c2cccnc2)n1 | 7% | -1% | 6 | 21 | 4 | -2 | 1 | -22% | 8.1%
Cc1ccc(S(=O)(=O)Nc2cc(=O)[nH]c(SCC(=O)Nc3cccc(C)c3)n2)cc1 | -7% | 4% | -24 | -16 | -4 | 6 | -1 | 8% | 0.1%
CCCCN1C(=O)C2(OCCCO2)c2cccc(C)c21 | -10% | 2% | 14 | ? | -2 | -3 | -4 | 0% | -0.6%
Cc1onc(-c2ccccc2)c1-c1nnc(-c2ccccc2C(F)(F)F)o1 | -5% | 0% | 2 | -33 | 9 | 14 | 2 | 8% | 0.6%
O=C(CCC(=O)Nc1ccccc1)N/N=C/c1ccncc1 | -1% | -1% | -6 | 13 | 9 | 5 | -4 | -1% | -3.7%
COC(=O)c1c(NC(=O)C2C3CCC(C3)C2C(=O)O)sc2c1CCCCC2 (stereo not drawn) | 10% | -1% | 6 | -3 | -1 | 2 | 6 | -1% | 10%
c1ccc(COC2CCCN(Cc3nc(Cc4ccccc4)no3)C2)cc1 (stereo not drawn) | -3% | -1% | -11 | -5 | 15 | 6 | -1 | -1% | -2.8%
CC1CCN(CCc2nc3cc(NC(=O)C(C)C)ccc3n2C)CC1 | -1% | -4% | 5 | -1 | -15 | 0 | -8 | 1% | 0.4%
Cc1ccc(N(CC(=O)NC2CCCC2)C(=O)CCC(=O)Nc2nc(C)cs2)cc1 | -6% | -3% | 11 | 5 | -5 | 0 | 0 | 1% | 0.4%
Cn1cc(CNC(=O)CC2C(=O)NCCN2CC(C)(C)C)cn1 (stereo not drawn) | 1% | 5% | -8 | 7 | 3 | 1 | -3 | 0% | -0.9%
CCOP(=O)(OCC)C(Nc1ccccn1)c1ccc(F)cc1 (stereo not drawn) | -2% | 1% | -11 | 10 | -2 | 4 | -3 | -14% | 1.5%
COc1ccc(NC(C)(C)c2nnnn2-c2c(C)cccc2C)cc1 | 1% | 1% | 7 | -10 | -7 | 1 | 4 | -9% | 1.2%
CC1CCN(CC(O)COC2CCC(C(C)(C)C)CC2)CC1 (stereo not drawn) | -5% | 2% | 3 | 0 | 1 | 24 | 2 | -4% | -0.7%
COC(=O)C1=C(C)NC(C)=C(C(=O)OC)C1c1ccc(-c2cc(Cl)ccc2Cl)o1 | -4% | -2% | -8 | -27 | -7 | 3 | -1 | -16% | 2.4%
Cc1nnc(NC(=O)CSc2nnc(CC(=O)Nc3ccccc3F)n2C)s1 | -1% | 1% | 7 | 10 | -3 | 1 | -7 | ? | -0.1%
O=C(Nc1ncn[nH]1)c1cccc(S(=O)(=O)N2CCOCC2)c1 | -2% | 0% | 3 | 10 | 0 | 2 | 8 | -3% | 0.4%
Cc1ccc(-n2ncc3c(=O)[nH]c(SCC(=O)NCC4CCCO4)nc32)cc1 (stereo not drawn) | -5% | 3% | . | 4 | . | . | . | 1% | .
COc1ccccc1C(=O)Nc1ccc(S(=O)(=O)N2CCCCC2c2cccnc2)cc1 (stereo not drawn) | -4% | 1% | -3 | 0 | . | 2 | -11 | 1% | 0.5%
Cc1ccc(S(=O)(=O)N(C)c2ccccc2C(=O)N2CCCC2)cc1 | -2% | 0% | 10 | 4 | 17 | 2 | 10 | -1% | -1.8%
O=C(COC(=O)c1n[nH]c2ccccc12)Nc1ccccc1Br | 9% | -15% | . | -11 | . | . | . | -13% | .
O=C(CCCOc1ccc(Cl)cc1Cl)NCc1ccccn1 | -2% | -11% | 2 | -5 | 1 | 0 | 0 | -16% | 0.5%
CCOC(=O)N1CCN(S(=O)(=O)CCNC(=O)c2cccc(OC)c2)CC1 | -2% | -4% | -3 | 2 | 12 | 1 | 0 | 2% | -0.9%
CCOC(=O)c1ccc(NC(=O)c2ccnn2C)cc1 | 1% | -6% | . | 3 | . | . | . | 11% | .
CC1CC(=S)Nc2ccccc2N1Cc1ccccc1 (stereo not drawn) | -2% | 1% | -24 | -9 | 7 | 2 | 4 | 0% | 1.1%
Cc1oc(-c2ccc(Cl)cc2)nc1CN1CCC(C(=O)N2CCc3ccccc3C2)CC1 | 1% | 2% | -17 | . | -12 | 14 | . | 4% | 0.7%
C/C(=N\NC(=O)c1ccncc1)C12CC3CC(CC(C3)C1)C2 | -2% | -6% | -3 | -3 | 1 | 5 | -3 | -1% | -0.5%
CCCCN1C(=O)c2ccc(C(=O)NCCN3C(=O)S/C(=C\c4cccnc4)C3=O)cc2C1=O | -3% | 0% | -14 | 6 | 15 | 3 | -3 | 5% | 2.7%
COC(=O)c1ccccc1NS(=O)(=O)c1ccc(NC(C)=O)cc1 | 1% | 2% | -2 | -8 | 17 | 4 | 1 | -4% | 2.5%
CCCCN1C(=O)/C(=C/C=C2\Oc3ccccc3N2CC)SC1=S | -2% | 1.6µM* | -30 | -2 | -5 | 393* | -6 | i | -0.8%
COc1ccc(NC(=O)CN2CCCCC2)c([N+](=O)[O-])c1 | 3% | 0% | -7 | 2 | -8 | -1 | 6 | -1% | 1.6%
N#Cc1c(C(F)(F)F)cc(-c2cccs2)nc1N1CCCCC1 | -3% | 0% | 4 | 3 | -10 | 3 | 0 | -4% | -1.6%
CCN(c1ccccc1C(=O)O)S(=O)(=O)c1ccc2[nH]c(=O)[nH]c2c1 | 5% | 0% | 4 | -6 | 4 | 1 | 3 | 1% | 5.1%
CCC(CC)C(=O)Nc1cc(C(=O)OC)ccc1C(=O)OC | -6% | -8% | 7 | 11 | 1 | 1 | -1 | 2% | 1.5%
CC1(C)CC(=O)C2=C(C1)OC(N)=C(C#N)C2c1ccoc1 (stereo not drawn) | 1% | -1% | -3 | 1 | 3 | 3 | -2 | -20% | -2.7%
Cc1ccccc1N1CCN(C2CCCN(C(=O)CCN3CCCO3)C2)CC1 (stereo not drawn) | -4% | 2% | -2 | -2 | -6 | 1 | -8 | -4% | 0.1%
COC(=O)C1=C(N)OC2=C(C(=O)CC(C)(C)C2)C1c1cc2c(cc1Cl)OCO2 (stereo not drawn) | -4% | 0% | -1 | 12 | -12 | 1 | 1 | -27% | -0.2%
O=C(Nc1ccc(Cl)cc1)N[C@@H]1c2c(ccc3ccccc23)OC[C@@H]1CO | -1% | 5% | . | -12 | . | . | . | -9% | -0.1%
COc1ccc2c(c1)/C(=N/OC(=O)c1cccs1)CCC2 | -2% | -2% | -18 | ? | . | 4 | 0 | 0% | -0.5%
NS(=O)(=O)c1ccc(CCNC(=O)COC(=O)/C=C/c2ccc(OC(F)F)cc2)cc1 | -4% | 1% | -8 | -15 | -7 | 9 | 2 | -3% | 1.5%
COC(=O)c1cc(S(=O)(=O)NCC2CCN(CCc3cccs3)CC2)cn1C | -4% | -7% | 3 | -12 | -2 | 8 | -2 | -23% | 1.5%
COc1ccccc1N1C(=O)[C@@H]2[C@H](C1=O)[C@H](C(=O)c1ccc(OC(C)=O)cc1)N1N=CC=C[C@@H]21 | -4% | -2% | -29 | -8 | -1 | 3 | 1 | -12% | 2.8%
COc1cccc(NC(=O)CSc2nnc(-c3ccc(C)cc3)o2)c1 | -7% | 0% | -5 | . | -3 | 1 | . | -2% | 25%
O=C(NC1CCN(C(=O)NCc2ccccc2)CC1)c1ccccc1 | -4% | -1% | -1 | -5 | . | 3 | . | 1% | 2.4%
COc1ccc2c(c1)CCCC21NC(=O)N(CC(N)=O)C1=O (stereo not drawn) | 2% | 1% | -3 | 4 | 12 | 2 | -9 | -3% | -2.9%

Remaining list, next part
SMILES | GRP78 ERSR act | Vif-APOBEC3G blk | D1 antag | RXFP1 antagonist | D2 PAM | D1 ag | D1 potentiator | Vif-A3F inh | RXFP1 ag
COc1ccccc1N1CCN(C(=O)c2cc(C)oc2C)CC1 | -2% | 3% | -5 | ? | 3 | 3 | 7 | 7% | -2.1%
Cn1c(SCc2ccc(C#N)cc2Cl)nc2ccccc21 | 2% | 1% | -16 | 5 | -6 | 4 | 0 | -5% | 1.8%
COc1ccc(C(C)=O)cc1COC(=O)c1c(C)noc1C | 0% | -20% | -44* | 4 | -3 | 0 | -5 | -1% | 2.6%
COC(=O)c1ccc(-c2noc(CN(C)CC3CCCCO3)n2)cc1 (stereo not drawn) | 1% | -3% | -1 | -27 | 14 | 6 | 1 | -5% | -1.4%
CN(C)c1nc(N(C)C)n(Cc2c(Cl)cccc2Cl)n1 | -4% | -5% | -14 | -8 | 6 | 3 | -2 | -4% | -0.7%

Three records picked at random from those above:
SMILES | GRP78 ERSR act | Vif-APOBEC3G blk | D1 antag | RXFP1 antagonist | D2 PAM | D1 ag | D1 potentiator | Vif-A3F inh | RXFP1 ag
CN(C)c1nc(N(C)C)n(Cc2c(Cl)cccc2Cl)n1 | -4% | -5% | -14 | -8 | 6 | 3 | -2 | -4% | -0.7%
COc1ccccc1N1CCN(C(=O)c2cc(C)oc2C)CC1 | -2% | 3% | -5 | ? | 3 | 3 | 7 | 7% | -2.1%
Cn1c(SCc2ccc(C#N)cc2Cl)nc2ccccc21 | 2% | 1% | -16 | 5 | -6 | 4 | 0 | -5% | 1.8%

High-throughput results from PubChem BioAssay.
